Bioassay records deposited in PubChem by Broad Institute.
esBAF inh = Bmi1 luciferase reporter increase in mESCs, primary screen, esBAF inhibitor project, mouse ES cells, Bmi1 luciferase knock-in, single point; 350,000 tested, 2% active; reporter increase, % at 12.5 µM; AID 602393, 2012; 24 h; 100% = twice the neutral-well signal; in the data active = activation above about 40%;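 also: 0% = median of the plate's neutral control wells and 100% = double that signal; a rise in the Bmi1 reporter signal indicates esBAF inhibition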
ARNT TACC3 PPI = disruptors of ARNT/TACC3 protein interaction, primary screen, biochemical, AlphaScreen, single concentration; 390,000 tested, 0.66% active; AlphaScreen His-ARNT PAS-B/GST-TACC3 binding, luminescence; TACC3 fragment carries E629A point mutation; Transforming acidic coiled-coil-containing protein 3 (Homo sapiens), Q9Y6A5; AID 623870, 2012; inhibition, % at 9.99 µM;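 active = mean inhibition of replicates at least 50% and at least half of replicates each reaching 50%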;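 also: 0% = complete ARNT plus TACC3 wells and 100% = ARNT alone without TACC3; many hits fall short of the cut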
Xi reactivation = activators of inactive X chromosome reactivation, primary screen, imaging, XiGFP fibroblasts, GFP high-content imaging, set 2; activation, % at 7.58 µM; XiGFP mouse fibroblasts, % GFP-positive cells imaging, 3 d; cells co-treated with 5-aza-dC sensitizer; scaled so ellipticine positive control = 100%; 360,000 tested, 0.055% active;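 active = mean normalized replicate activation at least 10% and every replicate at or above 10%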;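 also: 0% = median of on-plate neutral control wells and 100% = ellipticine 6 µM median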
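assay system = SV40-immortalized XiGFP fibroblast cells, line 68-5-11 | buffer or medium = DMEM plus 5-aza-dC sensitizer | doses = single-point pinned compound dosing | times = 3-day compound exposure, then 15 min fixation at room temperature | benchmarks = positive control ellipticine, 6 µM final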
CFTR F508del cor = F508del CFTR correction, initial screen, CFBE line, single point. 350,000 tested, 0.36% active. CFBE cells, YFP halide quenching; stimulated with forskolin plus potentiator P3; % fluorescence drop versus neutral controls. activity (quench increase), % at 7.58 µM;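 active = mean added fluorescence quench of at least 8% versus neutral control, with both replicates also reaching 8%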;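 also: cells transiently co-express mutant CFTR-F508del with the halide-sensitive YFP; corrector assay measuring rescue of mutant channel to the surface after 24 h compound exposure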
GSIS activator = GLuc luminescence reporter in INS-1E cells, primary screen for activators of glucose-dependent secretion of insulin; INS-1E GLuc reporter insulin secretion, 2-3 h; activation, % at 16.6 µM; 370,000 tested, 0.61% active; AID 743287, 2014;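 active = lowest replicate activation of at least 40%, so every replicate reaches that level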;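 also: 0% = median of neutral control wells and 100% = median of IBMX positive control wells; some compounds called inactive have numbers as strong as hits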
ERAP1 HTS inh = human ERAP1 aminopeptidase inhibitors, primary screen, biochemical, single point, plate reader; 340,000 tested, 0.15% active; AID 652197, 2013; inhibition, % at 10.7 µM; recombinant ERAP1, Leu-AMC fluorescence, 60 min; Endoplasmic reticulum aminopeptidase 1 (Homo sapiens), Q9NZ08;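 active = mean replicate inhibition of at least 30%, or all replicates individually reaching that 30% level; inactive = mean below 30% and not every replicate reaching it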;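 also: 0% = neutral control wells and 100% = L-leucinethiol positive control wells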
Target sequence (Q9NZ08 whole entry, looked up): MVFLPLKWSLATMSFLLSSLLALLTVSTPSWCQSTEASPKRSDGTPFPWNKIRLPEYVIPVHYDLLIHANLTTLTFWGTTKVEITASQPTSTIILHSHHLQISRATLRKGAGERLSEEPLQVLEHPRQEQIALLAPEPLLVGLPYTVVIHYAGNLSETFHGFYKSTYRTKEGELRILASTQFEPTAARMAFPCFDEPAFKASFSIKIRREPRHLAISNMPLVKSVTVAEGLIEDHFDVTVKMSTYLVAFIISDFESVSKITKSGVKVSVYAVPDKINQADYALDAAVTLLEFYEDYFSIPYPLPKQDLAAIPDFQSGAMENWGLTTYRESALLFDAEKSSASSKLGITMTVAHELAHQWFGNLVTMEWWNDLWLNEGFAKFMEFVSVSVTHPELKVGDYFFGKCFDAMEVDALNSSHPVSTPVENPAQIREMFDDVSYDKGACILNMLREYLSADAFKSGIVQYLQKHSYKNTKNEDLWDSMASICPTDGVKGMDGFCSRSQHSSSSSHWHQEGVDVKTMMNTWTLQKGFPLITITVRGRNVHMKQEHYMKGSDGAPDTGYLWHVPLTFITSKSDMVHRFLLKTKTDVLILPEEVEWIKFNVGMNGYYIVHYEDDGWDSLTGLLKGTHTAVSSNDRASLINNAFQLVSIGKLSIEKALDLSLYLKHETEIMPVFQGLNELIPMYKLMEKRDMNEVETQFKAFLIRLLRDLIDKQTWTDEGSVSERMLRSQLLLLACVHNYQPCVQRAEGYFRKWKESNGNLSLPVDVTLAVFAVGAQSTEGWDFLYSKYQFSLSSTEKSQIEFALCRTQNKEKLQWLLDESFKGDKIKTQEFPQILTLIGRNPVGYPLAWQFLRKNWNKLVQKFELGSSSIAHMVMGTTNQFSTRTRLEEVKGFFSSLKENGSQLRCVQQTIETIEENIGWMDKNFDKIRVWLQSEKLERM
RAD52 inh = RAD52 DNA annealing inhibitors, primary screen, biochemical, FRET, single point, set 2. DNA repair protein RAD52 homolog (Homo sapiens), P43351. recombinant RAD52 DNA annealing, FRET fluorescence. inhibition, % at 18.7 µM. 360,000 tested, 0.46% active. AID 651710, 2012;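 active = every replicate showing at least 50% inhibition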
RAD54 branch = inhibitors of human RAD54 branch migration, primary screen, biochemical, fluorescence, single point | RAD54 Holliday junction branch migration, FAM/BHQ fluorescence | inhibition, % at 10.4 µM | 360,000 tested, 0.14% active;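 active = mean normalized replicate activity at least 40 and at least half of replicates scoring 40 or more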;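 also: 0% = median of neutral control wells and 100% = median of positive control wells; inhibitors cause a drop in the FAM fluorescence signal; in these data hits start at about 50%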
* = called active by the depositor; / = no result given; & = joins results of further samples.

SMILES	esBAF inh	ARNT TACC3 PPI	Xi reactivation	CFTR F508del cor	GSIS activator	ERAP1 HTS inh	RAD52 inh	RAD54 branch
Clc1nccnc1N/N=C/c1ccc(Br)cc1	32	10	0.1	4.7	-3	-2	-1	6
CN1C(=O)c2cc(NC(=O)C3CCOCC3)ccc2OC[C@@H]2O[C@@H](CC(=O)NCC3CC3)CC[C@@H]21	0	-3	0.1	0.0	2	0	-7	-14
NC(=O)COC(=O)C12CC3CC(CC(O)(C3)C1)C2	-3	-10	0.0	-4.4	1	0	-15	/
CO[C@H]1CN(C)C(=O)c2cc(NC(=O)NC3CCCCC3)ccc2OC[C@H](C)NC[C@@H]1C	-9	-15	0.2	-0.4	0	-1	1	6
C#Cc1ccc([C@@H]2C=C(C(=O)N3CCOCC3)O[C@H](OCc3ccc(CO)cc3)C2)cc1	-2	-2	0.2	0.2	-17	/	/	5
CN(CC(=O)Nc1ccccc1Cl)CC(=O)N1CCc2ccccc21	8	4	-0.1	-0.8	-3	0	-4	3
O=C(C[C@H]1C[C@H]2c3cc(NC(=O)CC4CC4)ccc3O[C@H]2[C@@H](CO)O1)NCc1cc(F)ccc1F	7	-4	0.5	0.5	11	-2	3	6
O=C(CCNS(=O)(=O)c1cccc2nsnc12)NCc1ccc(F)cc1	/	-24	0.1	-2.0	1	1	-9	/
C=CCn1c(CCNC(=O)c2cccs2)nnc1SCC(=O)c1cccc([N+](=O)[O-])c1	-3	9	/	/	-13	/	/	-6
CC(C)C(NC(=O)CCNC(=O)c1ccc(C(C)(C)C)cc1)c1nc2ccccc2[nH]1 (centres undefined)	17	1	0.6	-11	21	-3	-10	-5
CCC1=Nc2cc(C(=O)NCCCOC)ccc2Sc2ccccc21	-50	-2	/	/	-3	/	/	3
CC(=O)Nc1ccc(Cc2nc3ccccc3[nH]2)cc1	/	-3	0.0	-3.0	0	3	-16	/
Cc1ccc(/C=C(\NC(=O)c2ccccc2)C(=O)NCCN2CCOCC2)o1	0	/	0.0	-1.5	4	2	-7	4
COc1cc2c(cc1OC)C(COc1ccccc1OC)N(C(C)=O)CC2 (centres undefined)	6	-5	0.0	-1.3	-1	0	-11	8
CCn1nc(C(=O)OCC(=O)N2c3ccccc3CC2C)c2ccccc2c1=O (centres undefined)	0	6	/	/	-14	/	/	3
O=C(CC(=O)Nc1ccccc1)Nc1ccccc1	/	2	0.0	-1.6	-11	/	-11	/
O=C(C1CCC1)N1CC(=O)N2[C@H](C1)[C@H](c1ccc(C#Cc3cccc(F)c3)cc1)[C@@H]2CO	/	/	0.1	4.0	-31	2	20	/
CNC[C@H]1Oc2ccc(NS(=O)(=O)c3ccccc3)cc2CC(=O)N([C@@H](C)CO)C[C@@H]1C	-3	-9	-0.9	-1.7	3	2	-7	2
COc1cc(NC(=O)C2CC(=O)NC3=C2C(=O)CCC3)cc(OC)c1 (centres undefined)	-2	-24	/	-1.5	12	-1	-5	3
C[C@H]1CN([C@@H](C)CO)C(=O)Cc2cc(N(C)C)ccc2O[C@@H]1CN(C)C	-2	-4	0.1	-3.8	3	2	4	-1
O=C(NNC(=O)C1CC(c2cccs2)=NO1)NC1CCCCC1 (centres undefined)	0	-1	0.2	-0.2	-2	-2	-4	2
C[C@@H]1CN([C@H](C)CO)C(=O)c2cccc(NC(=O)C3CCOCC3)c2O[C@@H]1CN(C)C	0	0	0.0	-0.4	8	0	-8	-19
Cn1cccc1C(=O)OCC(=O)N1CC(=O)Nc2ccccc21	1	-2	-0.1	0.4	27	1	-2	-7
COc1ccc(Nc2c3c(c(C#N)c4nc5ccccc5n24)CCC3)cc1	-3	6	/	/	22	/	/	-5
CC1=NN(C(=O)COc2cc(C)ccc2C(C)C)C(O)(c2ccccc2)C1 (centres undefined)	/	-16	0.0	2.3	3	6	-15	/

The list goes on:
SMILES	esBAF inh	ARNT TACC3 PPI	Xi reactivation	CFTR F508del cor	GSIS activator	ERAP1 HTS inh	RAD52 inh	RAD54 branch
C[C@@H]1CCCCO[C@@H](CN(C)C(=O)Nc2ccccc2)[C@@H](C)CN([C@H](C)CO)C(=O)c2cc(NS(=O)(=O)c3cn(C)cn3)ccc2O1	0	-10	0.3	-0.6	29	0	9	-6
C[C@@H]1CN([C@H](C)CO)C(=O)c2cccc(NC(=O)C3CCCCC3)c2O[C@H]1CN(C)Cc1ccccc1	0	-16	0.3	-0.4	-2	-2	20	-13
Cc1ccc2nc3c(c(Nc4ccc5c(c4)OCCO5)c2c1)CCC3	-9	11	0.1	/	/	0	47	61*
Cc1ncc(CO)c(/C=N/Nc2ccc(C(F)(F)F)cn2)c1O	/	72*	0.6	12*	3	-3	-27	13
CN(C)CC(=O)Nc1ccc2c(c1)[C@@H]1C[C@H](CC(=O)NC3CCCC3)O[C@@H](CO)[C@@H]1O2	-2	-2	0.5	1.3	12	-1	-14	2
C[C@H](CO)N1C[C@H](C)[C@@H](CN(C)C(=O)CCC(F)(F)F)OCCCC[C@H](C)Oc2ccc(NS(C)(=O)=O)cc2C1=O	-5	-15	-1.2	-1.9	-3	0	-4	-2
Cc1ccc(S(=O)(=O)NCC(=O)NCC(=O)NCCc2ccc(Cl)cc2)cc1C	2	/	-0.2	0.0	-23	4	-22	-7
NS(=O)(=O)c1ccc(CCNC(=O)COc2ccc3c4c(c(=O)oc3c2)CCC4)cc1	-2	-8	0.1	-0.6	-2	3	-2	-17
COc1ccccc1Oc1cc(-n2nc(C)cc2C)ncn1	/	-5	0.1	/	-10	/	/	3
O=S(=O)(c1ccc(F)cc1)N1CC[C@@H]2[C@@H](CO)Nc3ccc(-c4ccc(F)cc4)cc3[C@@H]21	-4	-4	0.1	16*	-10	/	/	8
COc1ccc(CCN2C(=O)CC(NC34CC5CC(CC(C5)C3)C4)C2=O)cc1OC (centres undefined)	/	-7	0.2	-1.4	-4	3	-12	/
CC(C)(C)c1nnc(NS(=O)(=O)c2cc(Cl)ccc2Cl)s1	-1	-5	0.0	0.9	10	1	-21	6
CSc1ccccc1NC(=O)N1CCCC(C(=O)c2ccc3c(c2)OCO3)C1 (centres undefined)	-6	1	-0.1	0.6	8	-1	-10	6
O=C1C2=C(SCCS2)C(=O)N1c1ccccc1	-4	-10	/	/	9	/	/	-1
CCCNC(=O)N[C@H]1CC[C@H](CC(=O)NC2CCCCC2)O[C@H]1CO	5	-1	-0.1	-0.7	0	-2	-16	-2
CCCCCOc1ccc(C2C(C(=O)c3ccc(C)o3)=C(O)C(=O)N2c2cc(C)on2)cc1 (centres undefined)	-2	16	0.0	1.7	-10	-2	-7	6
NC(=O)c1cccc(C(N)=O)n1	/	-12	0.8	-2.0	17	3	-5	-8
CC(C)NC(=O)N(C)C[C@H]1OCc2cnnn2CCCC(=O)N([C@@H](C)CO)C[C@H]1C	-5&4	-17	0.2&0.1	-2.1&-1.2	16&23	-2&0	-11&-6	3&-2
O=C(C1=C(O)C(=O)N(CCOCCO)C1c1ccccn1)c1cccs1 (centres undefined)	/	-3	0.0	1.3	/	/	-16	-7
COc1ccc(C#Cc2ccc([C@H]3[C@H]4CN(C(=O)c5ccccc5)CC(=O)N4[C@H]3CO)cc2)cc1	/	/	0.0	-1.8	-1	1	-20	/
CC(NC(=O)COC(=O)CN1C(=O)C2CCCCC2C1=O)c1ccccc1 (centres undefined)	2	-3	0.0	-1.9	7	1	5	-4
O=C(C[C@@H]1C[C@@H]2c3cc(NC(=O)NC4CCCC4)ccc3O[C@@H]2[C@H](CO)O1)NCc1ccc2c(c1)OCO2	-8	-7	-0.1	-0.4	5	1	-1	-1
CC(C)CNS(=O)(=O)c1ccc(CCC(=O)NCc2ccc(Cl)cc2)cc1	-4	-4	0.0	3.1	/	1	3	-9
Cc1cc(S(=O)(=O)NCCN2CCOCC2)ccc1Cl	-6	-4	0.1	2.5	-16	-1	-13	-3
NC(=O)c1ncn([C@@H]2O[C@H](CNCc3ccccc3OCc3ccc(Cl)cc3Cl)[C@@H](O)[C@H]2O)n1	-1	-10	0.1	-3.1	4	1	-31	-4

An excerpt of these results, as labelled records:
SMILES: CC(C)CNS(=O)(=O)c1ccc(CCC(=O)NCc2ccc(Cl)cc2)cc1
  esBAF inh: -4	ARNT TACC3 PPI: -4	Xi reactivation: 0.0	CFTR F508del cor: 3.1	GSIS activator: /	ERAP1 HTS inh: 1	RAD52 inh: 3	RAD54 branch: -9
SMILES: Cc1ncc(CO)c(/C=N/Nc2ccc(C(F)(F)F)cn2)c1O
  esBAF inh: /	ARNT TACC3 PPI: 72*	Xi reactivation: 0.6	CFTR F508del cor: 12*	GSIS activator: 3	ERAP1 HTS inh: -3	RAD52 inh: -27	RAD54 branch: 13
SMILES: C[C@H](CO)N1C[C@H](C)[C@@H](CN(C)C(=O)CCC(F)(F)F)OCCCC[C@H](C)Oc2ccc(NS(C)(=O)=O)cc2C1=O
  esBAF inh: -5	ARNT TACC3 PPI: -15	Xi reactivation: -1.2	CFTR F508del cor: -1.9	GSIS activator: -3	ERAP1 HTS inh: 0	RAD52 inh: -4	RAD54 branch: -2
SMILES: CSc1ccccc1NC(=O)N1CCCC(C(=O)c2ccc3c(c2)OCO3)C1 (centres undefined)
  esBAF inh: -6	ARNT TACC3 PPI: 1	Xi reactivation: -0.1	CFTR F508del cor: 0.6	GSIS activator: 8	ERAP1 HTS inh: -1	RAD52 inh: -10	RAD54 branch: 6

Continued:
SMILES	esBAF inh	ARNT TACC3 PPI	Xi reactivation	CFTR F508del cor	GSIS activator	ERAP1 HTS inh	RAD52 inh	RAD54 branch
c1cc(-c2sc(-c3ccncc3)c(-c3ccncc3)c2-c2ccncc2)ccn1	/	/	0.0	1.9	9	-1	-20	6
O=C(COC(=O)C12CC3CC(CC(Br)(C3)C1)C2)Nc1cccc(S(=O)(=O)N2CCOCC2)c1	/	-1	0.2	-0.9	-18	-2	-16	/
CC(=O)NC(Cc1ccc(F)c(F)c1)C(=O)NC1CCN(c2c(Cc3ccccc3)c(C)nc3ncnn23)CC1 (centres undefined)	-10	-2	0.0	1.3	3	-1	-16	-5
O=C(Nc1cccc(Oc2ccccc2)c1)C1Cc2c(-c3ccccc3)ccnc2O1 (centres undefined)	6	/	0.0	-0.4	-10	-2	-12	3
C[C@H](CO)N1C[C@H](C)[C@@H](CN(C)Cc2ccc(C(F)(F)F)cc2)OCc2cnnn2CCCC1=O	-2&3	-4	0.3&-0.2	5.0&0.5	2&1	-2&-1	-8&-6	-6
CCCCC(=O)Nc1cc([N+](=O)[O-])ccc1F	/	-6	0.0	-2.6	4	3	-7	/
O=C(Nc1cccnc1)c1cc2c(s1)-c1ccccc1OC2	29	/	-0.1	0.9	0	-8	-6	3
CC(C)[C@H]1COCCS(=O)(=O)N1Cc1ccccc1-c1ccccc1	-3	4	0.0	-1.5	-40	2	-8	-1
CC(NC(=O)Cc1ccc(Br)cc1)c1ccccc1 (centres undefined)	2	-19	0.0	-3.2	-3	-3	-17	-9
CCOc1ccccc1N1CCN(C(=O)c2cc3ccccc3cc2OC)CC1	-9	0	0.8	17*	-49	-1	-13	11
